Compound activity as filed in PubChem BioAssay.
POLB inh: DNA polymerase beta (human) inhibition; Pol beta primer extension/strand displacement, fluorescence kinetic; Potency, µM (titrated, usually from 114 µM), for the others: at the highest dose activity change, negative = inhibition, most hits filed as inhibitors; actives 1.3% (n = 340,000); AID 485314; further: potency means the concentration at half of the fitted maximal effect; on the % scale 0 is the no-effect control and ±100 the full control effect
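Preincubation: enzyme (10 nM) with compound, 15 min, RT. Reaction: substrate added to 50 nM final. Reads: 0 and 10 min. Analysis: normalized, Hill fit.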
RGS4 inhibitor: blocks human RGS4-accelerated GTP hydrolysis; actives 0.039% (n = 390,000); AID 504845; P49798; Potency, µM (titrated, usually from 114 µM), for the others: at the top dose activity change, negative = inhibition, actives largely listed as inhibitors; Transcreener GDP fluorescence polarization, RGS4-accelerated GTP hydrolysis; further: potency means the concentration at half of the fitted maximal effect; on the % scale 0 is the no-effect control and ±100 the full control effect; nearly all actives have a fitted effect of over 75% in size; some results filed as inactive show a strong effect at the top dose
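MLSMR compounds (23 nl, pin-transferred) preincubated 10 min at room temperature with a 500nM (2x) first reagent, then RGS4 at 900nM (2x) plus Transcreener GDP mix added; fluorescence polarization (620/688 nm) read before and after 90 min at 30 °C.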
LDHA inh: LDHA (human) enzyme inhibition. P00338. actives 0.15% (n = 480,000). purified LDHA, NADH/diaphorase-resazurin fluorescence; hits give low values. activity change, % (values are at about 110 or 230 µM). AID 1347041; in the data active means activity change below about -30%; inconclusive means mostly about -25% to -30%;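 further: plate controls were DMSO wells for no effect and wells without enzyme for full effect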
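Remaining NADH was detected by diaphorase (0.133 mg/mL) converting 37 µM resazurin to fluorescent resorufin, read at 0 and 20 minutes. The preceding 5-minute room-temperature reaction used 2 nM LDHA, 0.2 mM sodium pyruvate and 0.06 mM NADH at pH 7.4.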
Pol eta inh: DNA polymerase eta (human) inhibition; Q9Y253; recombinant Pol eta, fluorescent DNA replication assay; Potency, µM (titrated, usually from 114 µM), for inactives: top-dose activity change, negative = inhibition, most hits filed as inhibitors; actives 1.2% (n = 390,000); further: potency means the concentration at half of the fitted maximal effect; on the % scale 0 is the no-effect control and ±100 the full control effect
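Pol eta at 10 nM preincubated with compounds 15 min at room temperature; reaction started with fluorescent substrate (50 nM final) and read kinetically at 0 and 10 min.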
ALOX12 inh: inhibitors of human 12S-lipoxygenase ALOX12 | Potency, µM (highest dose often 108 µM), for inactives: top-dose activity change, negative = inhibition, most hits filed as inhibitors | purified 12hLO, xylenol orange hydroperoxide absorbance | P18054 | actives 1.1% (n = 580,000); further: potency means the concentration at half of the fitted maximal effect; on the % scale 0 is the no-effect control and ±100 the full control effect
Target sequence (P18054 whole entry, looked up): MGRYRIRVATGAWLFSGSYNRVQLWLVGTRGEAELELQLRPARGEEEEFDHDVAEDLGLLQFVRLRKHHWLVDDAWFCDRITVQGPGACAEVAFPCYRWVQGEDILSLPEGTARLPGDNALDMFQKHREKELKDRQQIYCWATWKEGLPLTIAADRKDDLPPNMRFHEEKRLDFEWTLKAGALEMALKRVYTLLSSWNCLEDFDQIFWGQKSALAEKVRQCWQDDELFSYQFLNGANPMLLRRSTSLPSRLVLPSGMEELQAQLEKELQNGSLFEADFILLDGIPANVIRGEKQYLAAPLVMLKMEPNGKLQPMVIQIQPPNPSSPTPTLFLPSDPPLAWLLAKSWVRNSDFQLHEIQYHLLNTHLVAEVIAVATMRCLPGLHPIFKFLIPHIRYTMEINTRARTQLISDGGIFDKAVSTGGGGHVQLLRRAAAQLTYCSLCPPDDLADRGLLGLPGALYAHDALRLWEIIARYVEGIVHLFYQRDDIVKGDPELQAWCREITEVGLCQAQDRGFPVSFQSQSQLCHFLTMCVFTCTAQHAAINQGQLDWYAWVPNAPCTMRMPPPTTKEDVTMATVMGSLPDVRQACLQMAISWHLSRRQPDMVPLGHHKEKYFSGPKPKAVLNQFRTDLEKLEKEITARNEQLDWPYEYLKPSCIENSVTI
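Hydroperoxide product was detected by ferrous iron/xylenol orange as the 573 to 405 nm absorbance ratio. Arachidonic acid at 40 uM (final) was turned over for 30 min at room temperature by 150 nM human 12hLO, pH 7.0 Hepes buffer, after 15 min compound preincubation.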
POLK inh: blocks human DNA polymerase kappa activity | Potency, µM (titrated, usually from 107 µM), without a hit: at the top dose activity, negative = inhibition, most hits filed as inhibitors | actives 0.53% (n = 400,000) | purified Pol kappa, fluorescent DNA synthesis assay, 10 min | Q9UBT6; further: potency means the concentration at half of the fitted maximal effect; on the % scale 0 is the no-effect control and ±100 the full control effect
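Here, compound and 10 nM enzyme are combined for 15 min at room temperature; adding 50 nM substrate (final) starts DNA synthesis, tracked by fluorescence at 0 and 10 min against buffer-only wells.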
ERG-DNA inh: ERG Ets/DNA interaction inhibition; P11308; fluorescence polarization, His-ERG Ets domain / labelled DNA; Potency, µM (series often up to 76.9 µM), for the others: at the highest dose FP activity, negative = inhibition, most hits filed as inhibitors; actives 0.028% (n = 370,000); AID 624246; active means well fitted inhibition curve with a large enough effect in the polarisation, with a control signal flat; inconclusive means small, poorly fitted or top-dose-only effect, or effect the other way, or a change in a side signal; inactive means no such curve, though single readings can be large or run the other way; the % refers to the polarisation;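 further: polarization taken with two DNA probes labelled with fluorescein and Texas red; potency means the concentration at half of the fitted maximal effect; % of control where 0% means no effect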
Target sequence (P11308 whole entry, looked up, the tested form may be a part): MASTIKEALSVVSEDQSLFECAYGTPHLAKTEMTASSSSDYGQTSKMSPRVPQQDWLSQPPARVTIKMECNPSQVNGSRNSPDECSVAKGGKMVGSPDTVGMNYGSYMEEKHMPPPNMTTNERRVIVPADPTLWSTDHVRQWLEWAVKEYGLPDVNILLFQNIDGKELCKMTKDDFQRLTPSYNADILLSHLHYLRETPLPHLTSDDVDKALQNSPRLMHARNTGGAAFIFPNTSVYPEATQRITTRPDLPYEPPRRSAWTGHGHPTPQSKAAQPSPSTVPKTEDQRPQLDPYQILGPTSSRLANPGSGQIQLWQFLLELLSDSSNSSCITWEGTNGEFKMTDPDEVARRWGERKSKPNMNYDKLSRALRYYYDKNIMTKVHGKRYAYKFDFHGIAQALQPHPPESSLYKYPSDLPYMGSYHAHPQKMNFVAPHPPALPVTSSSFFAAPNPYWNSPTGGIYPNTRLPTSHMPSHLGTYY
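His-tagged ERG Ets domain (1 uM in the protein solution; 300mM KCl, 50mM Tris-HCl, 1mM EDTA, 1mM DTT, pH 7.5) received compound, then a probe mix of 5 nM fluorescein-DNA and 100nM Texas-615-DNA. Fluorescence polarization was read for both dyes.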
APEX1 inh: blocks human APE1 abasic DNA cleavage. P27695. recombinant APE1, TAMRA/BHQ-2 abasic DNA cleavage fluorescence. Potency, µM (top dose mostly 65.8 µM), without a hit: at the highest dose activity change, negative = inhibition, actives largely listed as inhibitors. actives 0.35% (n = 350,000). AID 2517;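 further: potency means the concentration at half of the fitted maximal effect; plate controls were vehicle for no effect and reference inhibitor for full effect; nearly all actives have a fitted effect of over 55% in size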
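Incision of a quenched TAMRA/BHQ-2 THF abasic-site duplex (50 nM) by 0.75 nM APE1, after 15 min compound preincubation, measured as fluorescence increase over three 60 s reads. Values normalized to buffer, DMSO and NSC13755 control wells.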
Anesthetic bind: candidate novel general anesthetic via apoferritin binding. P02791. apoferritin/1-aminoanthracene competitive binding, fluorescence. Potency, µM (doses to about 77.5 µM), without a hit: at the top dose activity change, negative = displacement, usual class: inhibitors. actives 0.074% (n = 350,000); further: potency means the concentration at half of the fitted maximal effect; on the % scale 0 is the no-effect control and ±100 the full control effect; nearly all actives have a fitted effect of over 20% in size
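Horse-spleen apoferritin (10 uM) was mixed with 50% saturated 1-aminoanthracene in PBS, exposed to compounds for 10 min at room temperature, and read for fluorescence (ex 380 nm, em 535 nm). Competitive displacement was fitted with a four-parameter Hill equation.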
Starred values were filed as active, the others as inactive; ? = inconclusive; / = no result given; & = joins results of further samples; [ ] = dose if it differs, or a comment. Unless noted, the call rests on the fitted dose curve; in most records, active means well fitted curve in the direction sought with a large enough effect; inconclusive means small, poorly fitted or top-dose-only effect, or another doubt; inactive means no such curve, though single readings can be large; an effect the other way counts as inactive or inconclusive.

SMILES | POLB inh | RGS4 inhibitor | LDHA inh | Pol eta inh | ALOX12 inh | POLK inh | ERG-DNA inh | APEX1 inh | Anesthetic bind
COc1ccccc1NC(=O)c1ccc2c(Cl)c3c(nc2c1)CCCC3 | 2.8% | 9.0% | -1.1 | -12.3% | -28.8% | 0.0% | -1.3% | / | -14.2%
CN(C)S(=O)(=O)c1cc(NC(=O)COC(=O)Cc2ccc(Cl)cc2Cl)ccc1Cl | 36.1% | 2.7% | 0.3 | -13.5% | -13.1% | -10.8% | 5.6% | 10.8% | -5.2%
COC(=O)c1cccc(NC(=S)Nc2cccc(Cl)c2C)c1 | 22.3% | -1.5% | -6.1 | 2.0% | ? | -5.0% | 4.0% | 2.0% | -12.8%
CCOC(=O)c1sc(NC(=O)C(C)Sc2nc(N)cc(=O)[nH]2)nc1C (centres undefined) | 34.9% | 7.7% | -1.7 | -5.4% | -26.3% | -16.2% | -3.0% | -2.5% | 0.2%
Nc1nc(SCC(=O)N2CCCCCC2)[nH]c(=O)c1NC(=O)c1ccco1 | 1.7% | -29.0% | 2.7 | -5.1% | ? | 15.3% | -6.0% | -5.6% | -3.5%
Cc1ccc(Cl)cc1N1CCN(C(=O)c2ccc3nc(N4CCC(C)CC4)sc3c2)CC1 | 18.8% | 11.8% | -0.9 | -10.0% | 0.0% | -10.8% | 1.6% | / | -12.6%
CNc1ncnc2c1ncn2[C@@H]1O[C@H](CO)[C@@H](O)[C@H]1O | / | 6.4%[56.9 µM] | -4.0 | -15.0% | -11.2%&3.3% | -11.7%[60.1 µM] | 63.0%[activator] | 0.6%&-0.2% | 4.2%
COc1cccc(C(=O)OCC(=O)NCCCc2ccccc2)c1 | -6.9% | 8.8% | -0.4 | -7.4% | -10.9% | 9.4% | -14.3% | 23.2% | 4.9%
C=C(C)Cn1c(SCC(=O)O)nnc1-c1ccc(C(C)(C)C)cc1 | -2.2% | 13.6% | -3.9 | -8.2% | 127.3% | -16.2% | 3.2% | 3.2% | -14.9%
CC(CN1CCOCC1)OC(=O)c1ccccc1Br (centres undefined) | -24.1% | -9.0% | -0.4 | 4.0% | ? | 3.1% | -1.7% | -6.4% | 2.0%
CCCOc1ccc(CCc2n[nH]c(=S)n2Cc2ccccc2)cc1 | ? | -29.4%[56.9 µM] | 4.5 | -19.7% | ? | -11.7% | 7.9% | -2.9% | -2.9%
Cc1cc(=O)[nH]c(SCCc2ccccc2)n1 | 33.7% | -0.5% | -14.1 | -7.0% | -14.9% | 3.4% | -1.0% | 12.5% | ?
O=C1CCCN1CCCNC(=S)Nc1ccc(F)c(Cl)c1 | 2.9% | -32.5% | -0.7 | 5.6% | -21.5% | -14.6% | -0.1% | 2.2% | -7.0%
Cc1cccc(C)c1Nc1sc(C(=O)c2ccccc2)c(N)c1S(=O)(=O)c1ccccc1 | 23.6% | 22.5% | -4.8 | 10.1% | -16.9% | -6.8%[60.1 µM] | -0.4% | / | 38.0%[activator]
COc1ccc(/C=C/C(=O)Nc2cc(S(=O)(=O)N3CCOCC3)ccc2OC)cc1 | / | 0.1% | -6.1 | -8.7% | ? | -0.5% | 1.7% | 5.9% | /
COc1cc2cc(C(c3nnnn3C3CCCC3)N3CCCCC3)c(=O)[nH]c2cc1OC (centres undefined) | -1.5% | -3.5% | -0.2 | -23.1% | 7.1% | 0.0% | -5.4% | -5.4% | -1.8%
Fc1ccc(-n2c(=S)[nH]c3cccnc32)cc1 | 10.0% | ? | 1.7 | -3.1% | ? | 0.5% | 0.7% | -2.4% | -4.2%
CC(=O)Nc1ccc(NC(=O)CSc2nc3nc(-c4cccs4)cc(C(F)(F)F)c3c(=O)[nH]2)cc1 | -9.9% | -5.5%[56.9 µM] | -3.4 | -1.1% | -19.7% | -10.5% | -5.9% | -1.3% | 0.9%
Cn1c(C(O)c2ccccc2F)nc(Cl)c1Cl (centres undefined) | -1.2% | 9.6% | -4.6 | -10.2% | -25.0% | -3.2% | 1.6% | 5.7% | ?
N#C/C(=C\c1ccc([N+](=O)[O-])cc1)c1ccccn1 | -4.6% | -12.2% | -5.6 | -13.5% | -14.2% | -2.6% | 9.2% | -8.3% | -5.3%
CCOC(=O)c1cnn(-c2ccccc2)c1NC(=O)CN1CCOCC1 | 15.4% | 6.7% | -16.2 | -2.3% | ? | -8.9% | -3.6% | 0.7% | -5.6%
CN(C)c1ccc(NC(=O)CSC2=Nc3ccccc3C3=NC(CCC(=O)NCc4cccs4)C(=O)N23)cc1 (centres undefined) | 35.9% | -1.7% | -0.5 | -12.3% | -2.2% | -3.7%[60.1 µM] | 5.5% | / | ?
Cc1nn(-c2ccc(F)cc2F)c(=O)c2noc(C)c12 | 30.1% | 1.5% | -11.3 | -17.9% | 75.1%[activator] | 5.0% | 3.6% | -1.8% | 5.1%
Cc1c(O)ccc2c(CN(C)Cc3ccccc3)cc(=O)oc12 | -6.3% | -5.5% | 0.7 | -17.7% | -22.0% | -8.6% | 4.3% | -3.6% | 164.8%[activator]
COC(=O)CCCCCn1c(-c2ccccc2)cn2c3c(=O)n(C)c(=O)n(C)c3nc12 | 0.4% | 20.6% | 4.0 | -10.8% | -2.2% | 5.3% | 5.1% | / | -3.0%
CCN(CC)C(=O)c1ccccc1NC(=O)c1cccc(S(=O)(=O)N(CC)CC)c1 | -14.9% | 19.4% | -8.7 | -8.8% | -11.6% | -17.5% | 15.7% | -1.4% | -1.5%
C=CCNC(=O)C12CCC(C)(C(=O)[C@H]1Br)C2(C)C (some centres undefined) | -1.4% | -25.3% | -1.6 | -10.3% | 324.5%[activator] | -0.7% | -1.6%[15.4 µM] | 1.5% | 2.1%
COc1ccc(/C=C/C(=O)N(C)C2CCCCC2)cc1Br | -14.1% | -14.0% | -4.2 | -15.9% | -4.5% | -2.5% | -1.1% | -4.0% | ?
Cc1cccnc1NC(=O)CN1C(=O)c2ccccc2S1(=O)=O | / | -6.2% | -4.0 | -5.7% | ? | -6.0% | -6.8% | -9.1% | /
COC(=O)C1=C(C)NC(=O)/C1=C\c1cc(C)n(-c2cc(C)cc(C)c2)c1C | -22.7% | -22.1% | 2.8 | -17.4% | 39.8µM* | -0.5% | -13.0% | -2.6% | ?

ALOX12 inh, entries above that show a hit
canonical_smiles | RGS4 inhibitor | LDHA inh | Pol eta inh | ALOX12 inh | POLK inh | ERG-DNA inh | Anesthetic bind
COC(=O)C1=C(C)NC(=O)/C1=C\c1cc(C)n(-c2cc(C)cc(C)c2)c1C | -22.1% | 2.8 | -17.4% | 39.8µM* | -0.5% | -13.0% | ?

Carrying on.
SMILES | POLB inh | RGS4 inhibitor | LDHA inh | Pol eta inh | ALOX12 inh | POLK inh | ERG-DNA inh | APEX1 inh | Anesthetic bind
CC(=O)c1cccc(NC(=O)N2CCCC2C(=O)NCCC(C)C)c1 (centres undefined) | -0.6% | -28.2% | -4.7 | 1.2% | 8.7% | -8.9% | -2.8% | -3.2% | -14.8%
CC1(C)NC(=O)N(CCOc2ccc([N+](=O)[O-])cc2)C1=O | -6.8% | -25.6% | -6.5 | -0.7% | -0.4% | 7.4% | -8.9% | 3.4% | -4.6%
Cc1cc2ccccn2c1C(=O)c1ccccc1F | 0.7% | -5.6% | -4.1 | ? | -24.4% | -12.4% | 5.2% | 39.6%[12.4 µM] | -16.2%
O=C(COc1cccc(Cl)c1)N1CCC(c2nc3ccccc3o2)CC1 | -14.1% | -3.6% | 12.3&-1.7 | -6.3% | ? | 0.0% | -0.8% | / | -11.4%
Cc1cc(Br)ccc1NC(=O)CN(C)C(=O)CCSc1ccc(F)cc1 | / | 24.1% | -0.3 | -8.5% | ? | -17.4% | -10.4% | -12.7% | /
C/C(=C\c1ccccc1)C(=O)Nc1nccs1 | 3.5% | 15.2% | -18.0 | 3.1% | -3.3% | -7.7% | 0.7% | -1.4% | -12.0%
CS(=O)(=O)c1ncc(N(Cc2ccco2)Cc2cccs2)c(C(=O)Nc2ccccc2F)n1 | 20.7% | 3.3% | 3.1 | ? | ? | -10.2% | 1.9% | / | -18.7%
CCOc1ccc(-n2cc(C(=O)c3cc(Cl)ccc3O)cc(C#N)c2=O)cc1 | 1.0% | 6.0% | 0.0 | -28.6% | -29.9% | 0.7% | 6.8% | -10.7% | ?
CC[C@H](C)[C@@H]1NC(=O)c2cc([N+](=O)[O-])cc(F)c2NCCCC[C@@H](C(N)=O)NC(=O)[C@H](CCCCN)NC1=O | 0.8% | 10.6% | -3.3 | -13.2% | -7.1% | -10.7% | -0.5% | 2.2% | -14.4%
CSCCC(NS(=O)(=O)c1ccc2c(c1)Cc1cc(S(=O)(=O)NC(CCSC)C(=O)O)ccc1-2)C(=O)O (centres undefined) | 1.7% | -9.8% | -0.5 | ? | -28.3% | -15.2% | 0.5% | 54.0% | 0.6%
O=C(Cc1ccccc1[N+](=O)[O-])NCCc1ccc(F)cc1 | 88.4% | 31.7% | -14.9 | -6.3% | ? | -6.1% | 3.4% | 5.6% | -13.9%
CN(C)S(=O)(=O)c1ccc(NC(=O)c2cc(-c3cccs3)nc3ccccc23)cc1 | -20.4% | -25.3% | -3.7 | -8.7% | -22.7% | -8.1% | 4.2% | -8.6% | -1.8%
O=C(CCS(=O)(=O)c1ccccc1)Nc1ccc2c(c1)C(=O)NC2=O | -8.1% | 7.6% | -3.2 | -4.1% | ? | -4.2% | -1.3% | -10.9% | -12.0%

Only part of the results is shown. The share of hits here may be higher or lower than overall.
